Screening data as filed in PubChem BioAssay.
West Nile virus CPE: West Nile virus antiviral activity, cell-based, CPE readout (AID 1621) | West Nile virus-infected cells, CPE inhibition; higher % means a stronger effect | CPE inhibition, % at 10 µM; hits with a dose series show IC50 in µM | 290,000 tested, 0.02% active; in the data active means a potency from the dose series; further: strong numbers were not always called active
Siah-1 displacement: Siah-1 peptide-binding antagonists, primary screen, biochemical, fluorescence polarization, rhodamine-plectin, uHTS (AID 1817) | Siah-1 / rhodamine-plectin peptide fluorescence polarization; higher % means a stronger effect | one-dose displacement, % at 20 µM; IC50 in µM for titrated hits | 290,000 tested, 0.02% active;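 active means displacement of at least 50% at 20 µM, with a fluorescence ratio check between 0.3 and a set limit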;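 further: plate controls were Siah plus tracer with DMSO for no effect and tracer alone without Siah for full effect; strong numbers were not always called active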
PhoP inhibition: inhibitors of PhoP regulon expression, primary screen, Salmonella Typhimurium, GFP reporter (AID 1863). S. Typhimurium PhoP-regulated promoter GFP reporter, 4 h; higher % means a stronger effect. inhibition, % at 50 µM; hits with a dose series show IC50 in µM. 300,000 tested, 0.16% active;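 active means inhibition over 29.93%, a cutoff 3 SD above the screen mean, later confirmed by dose response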;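 further: 0% = low Mg2+ inducing control and 100% = high Mg2+ repressing control; strong numbers were not always called active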
Active calls of the source: *. These rows are one share of the data; rates above refer to the full screens.

Structure	West Nile virus CPE	Siah-1 displacement	PhoP inhibition
Cc1ccc(S(N)(=O)=O)cc1NC(=O)C(c1ccccc1)c1ccccc1	0.0%	5%	-11%
Cc1ccc(C)c(S(=O)(=O)NC(C)C(=O)NCc2ccccn2)c1 (stereo not given)	-0.5%	0%	2%
Cc1cc([N+](=O)[O-])ccc1NC(=O)C(C)NC1CCCCC1 (stereo not given)	-1.0%	12%	4%
COc1ccc(-c2cc(-c3ccccc3)nc(SC(C)C(=O)O)c2C#N)cc1 (stereo not given)	-1.0%	13%	2%
CSc1cccc(N=C2C(=O)Nc3ccccc32)c1	-0.6%	0%	0%
Cc1cccc(C(=O)NC2CCN(CC(=O)NCc3ccccc3F)CC2)c1	-0.9%	2%	-1%
O=C(O)/C=C/c1ccc(S(=O)(=O)Nc2ccccc2C(=O)Nc2ccc(F)cc2)cc1	1.3%	-1%	2%
Cc1ccc(C(=O)NC2CCN(CC(=O)Nc3ccccc3Cl)CC2)cc1	-1.9%	-2%	0%
O=S(=O)(c1cccc(Br)c1)N1CCN(c2ccnc3cc(Cl)ccc23)CC1	1.8%	0%	11%
O=C(NCc1ccccc1)c1c[nH]c2ccccc2c1=O	-0.6%	6%	1%
Cc1cc(C(=O)Nc2ccccc2[N+](=O)[O-])cs1	-0.6%	8%	6%
O=C1CCCN1CC(=O)N1CCCC(Nc2cccc(F)c2)C1 (stereo not given)	1.1%	4%	3%
c1ccc(COc2cccc(CN3CCc4ccccc4C3)c2)cc1	-0.6%	-2%	-6%
O=C(c1ccccc1O)N1N=C(C(F)(F)F)CC1(O)c1ccc([N+](=O)[O-])cc1 (stereo not given)	-1.2%	7%	2%
O=C(Nc1cc(Cl)ccc1N1CCOCC1)c1cccnc1	-0.5%	10%	0%
CC(=O)c1sc(NC(C)c2ccccc2)nc1C (stereo not given)	-0.1%	-2%	-3%
Cc1nc(NC(=O)CSc2nnc(-c3ccncc3)n2C)sc1C	-0.6%	0%	-1%
COc1cccc(C=O)c1OCCCOc1cccc2cccnc12	-0.4%	0%	-7%
COc1cccc(NC(=O)n2ncc3c(C)cccc32)c1	-1.3%	2%	2%
COc1ccccc1N1CCN(C(=O)CCS(=O)(=O)c2ccc3c(c2)NC(=O)C(C)S3)CC1 (stereo not given)	-0.3%	-4%	10%
CC1CCCCN1CCNC(=O)c1ccc2c(=O)n(Cc3ccc(Cl)cc3)c(=S)[nH]c2c1 (stereo not given)	-1.1%	1%	-9%
COc1ccc2nc(SCC(=O)NCc3ccccc3)[nH]c2c1	-0.1%	3%	1%
NS(=O)(=O)c1ccc(CCNC(=O)c2cccc3ccccc23)cc1	0.4%	6%	6%
NS(=O)(=O)c1cccc(NC(=O)CCCNC(=O)c2ccc(Cl)cc2)c1	-0.1%	1%	-5%

Structural class, those above with an aryl methoxy group (5)
Structure	West Nile virus CPE	Siah-1 displacement	PhoP inhibition
COc1ccc(-c2cc(-c3ccccc3)nc(SC(C)C(=O)O)c2C#N)cc1 (stereo not given)	-1.0%	13%	2%
COc1cccc(C=O)c1OCCCOc1cccc2cccnc12	-0.4%	0%	-7%
COc1cccc(NC(=O)n2ncc3c(C)cccc32)c1	-1.3%	2%	2%
COc1ccccc1N1CCN(C(=O)CCS(=O)(=O)c2ccc3c(c2)NC(=O)C(C)S3)CC1 (stereo not given)	-0.3%	-4%	10%
COc1ccc2nc(SCC(=O)NCc3ccccc3)[nH]c2c1	-0.1%	3%	1%

Next part
Structure	West Nile virus CPE	Siah-1 displacement	PhoP inhibition
CCC1CN(C(=O)N2CCC(C(=O)NCCc3ccccc3)CC2)c2ccccc2O1 (stereo not given)	-0.7%	-4%	-12%
O=S(=O)(c1cc(F)ccc1F)N1CCN(c2ccccn2)CC1	-0.7%	-3%	-4%
O=C(CN1C(=O)/C(=C/c2ccco2)SC1=S)Nc1ccc(O)c(C(=O)O)c1	0.3%	10%	-8%
O=C(Nc1ccccc1C(=O)O)c1cccc(NS(=O)(=O)c2ccc(Br)cc2)c1	0.3%	2%	-7%
CN(CC1CCCN(CCc2ccc(F)cc2)C1)C(=O)CCC(F)(F)F (stereo not given)	-1.3%	9%	-2%
Cc1cc(Cl)c(OCCCNC2CCCC2)c(Br)c1	-1.2%	15%	6%
CCCCc1nc2cc(C(=O)N3CCN(c4nc(C)cnc4C)CC3)ccc2o1	0.4%	2%	10%
O=C(Nc1ccc(O)cc1)c1ccc2c(c1)C(=O)N(N1C(=O)c3ccccc3C1=O)C2=O	-0.1%	-2%	-7%
CCOCCCNC(=O)c1cc2c(=O)n(CC)c3ccccc3c2s1	0.7%	2%	-6%
CCCc1cnc(N2CCN(C(=O)c3ccc(F)cc3)CC2)nc1	-1.0%	1%	6%
C[C@H]1CCC2[C@](C)(CO)[C@@H](O)CC[C@]2(C)[C@@]12CCC(CO)(CCO)O2 (stereo not given in full)	-0.7%	0%	5%
Cc1cc(C)cc(N(CC(=O)NCc2ccc(F)cc2)C(=O)c2snc(C(N)=O)c2N)c1	-0.8%	2%	1%

Following part.
molecule,West Nile virus CPE,Siah-1 displacement,PhoP inhibition
CCOC(=O)CNC(=O)N1CCc2ccc(NC(=O)c3ccccc3Cl)cc2C1,-0.4%,-2%,-5%
CCOC(=O)c1n[nH]n2c1nc(=O)c1ccccc12,0.7%,3%,0%
CCN(CC)CCNCC(=O)N1c2ccccc2CCc2ccc(NC(=O)OC)cc21,0.4%,2%,6%
CCOc1ccc2nc(N(CCN(C)C)C(=O)c3cc4ccccc4cc3OC)sc2c1,1.1%,1%,9%
COc1ccccc1N1CCN(C(=O)c2cc3cc(C)ccc3[nH]2)CC1,0.7%,-1%,-3%
COc1cccc(-c2cc(C(=O)NC3CC3)c3ccccc3n2)c1,0.5%,7%,-5%
COCCNC(=S)N1CCCN(c2nc3cc(C)ccc3cc2C#N)CC1,-1.3%,-6%,4%
C/C(=C\c1cccc(Cl)c1Cl)C(=O)c1c(C)cc(C)[nH]c1=O,-0.5%,2%,2%
Cc1c(C)c2ccc(OC(C)C(=O)NC3CC(C)(C)NC(C)(C)C3)cc2oc1=O (stereo not given),-0.1%,2%,-2%
O=C(Nc1ccccc1C(=O)N1CCCCC1)c1cccs1,-0.5%,5%,-9%
CCN1C(=NCc2cccc(Cl)c2)N[C@@H](c2cccc(F)c2)C(C(=O)OC)=C1C,-1.9%,6%,8%
CCS(=O)(=O)C1=NN2C(=N)/C(=C\c3ccc(OS(=O)(=O)c4ccccc4)c(OC)c3)C(=O)N=C2S1,0.0%,0%,1%

Record cards (already shown).
Listed for `CCOC(=O)CNC(=O)N1CCc2ccc(NC(=O)c3ccccc3Cl)cc2C1` → West Nile virus CPE: -0.4%; Siah-1 displacement: -2%; PhoP inhibition: -5%
Listed for `CCOc1ccc2nc(N(CCN(C)C)C(=O)c3cc4ccccc4cc3OC)sc2c1` → West Nile virus CPE: 1.1%; Siah-1 displacement: 1%; PhoP inhibition: 9%

The results go on:
molecule,West Nile virus CPE,Siah-1 displacement,PhoP inhibition
CCOc1ccc(NC(=O)CSc2nc(O)c(C)c(=O)n2-c2ccc(F)cc2)cc1,0.4%,-4%,5%
O=c1[nH]c2ccccc2c2cn(-c3ccccc3)nc12,-0.3%,11%,-5%
COc1ccc(OC)c(NC(=O)c2cc(-c3cc(C)ccc3O)n[nH]2)c1,-0.8%,-1%,7%
COc1cc2c(cc1OC)C(c1ccc([N+](=O)[O-])cc1)N(C(C)=O)CC2 (stereo not given),-0.2%,-5%,7%
CCOc1ccccc1C(=O)N(C)CC(=O)Nc1ccc(OC)cc1,0.7%,-8%,16%
CCOC(=O)Nc1ccc2c(c1)N(C(=O)CCN(C)C)c1ccccc1CC2,0.0%,-4%,7%
CC(C)(C)c1ccc(C(=O)N2CCN(C(=O)c3ccco3)CC2)cc1,-1.0%,5%,1%
CC(=O)Nc1ccc(S(=O)(=O)N2CCC(C(=O)N[C@@H](C)C(=O)NC3CCCC3)CC2)cc1,0.3%,-3%,-5%
O=C(CC(=O)Nc1ccc(F)cc1)Nc1ccc(F)cc1,-0.6%,-2%,3%
Cc1ccc2nc(/C(C#N)=C/c3ccc(-c4ccccc4C(=O)O)o3)[nH]c2c1,-0.4%,-4%,-5%
COc1cc(S(=O)(=O)NC2CCCCC2C)ccc1F (stereo not given),0.2%,6%,-4%
O=C(CSc1nnc2c(n1)[nH]c1ccccc12)Nc1nncs1,-0.3%,0%,13%
CSCc1ccc(C(=O)N2CCC(CCC(=O)N(C)Cc3ccccc3)CC2)o1,-0.4%,-3%,-1%
CC(C)c1ccc(C2NC(=O)c3ccccc3O2)cc1 (stereo not given),0.3%,2%,0%
CCN(CC)C1CCN(C(=O)c2ccc(OC3CCN(Cc4ccccn4)CC3)cc2)C1 (stereo not given),0.1%,-11%,-3%
COc1ccc(NC(=O)CN(c2ccc(C)cc2)S(=O)(=O)c2c(C)nn(C)c2C)cc1,-0.2%,6%,-5%
Cc1occc1C(=O)N1CCCC(CO)(Cc2ccc(F)cc2F)C1 (stereo not given),-0.7%,8%,-2%
COc1ccc(C(=O)CN2CCN(c3ccc(F)cc3)CC2)cc1,-0.9%,-2%,-13%
COc1ccc(S(=O)(=O)NC(C)C(=O)NCc2ccncc2)cc1OC (stereo not given),-0.6%,3%,-2%
Cc1cc(C(=O)Nc2nncs2)oc1C,-0.6%,6%,-5%
COc1cccc(CN2CCN(C(=O)c3cc(-c4ccncc4)nc4ccc(C)cc34)CC2)c1,0.3%,4%,3%
Cc1csc2nc(SCC(=O)Nc3ccccc3F)[nH]c(=O)c12,0.2%,-3%,-9%
CC(=O)c1ccc(N(CC(=O)NC2CCCC2)C(=O)CNC(=O)c2cccs2)cc1,0.7%,3%,-10%
NC(=O)CC(NC(=O)Cc1cccc2ccccc12)c1ccc(NCCN2CCCC2)c([N+](=O)[O-])c1 (stereo not given),-0.4%,1%,0%
CCCC(=O)Nc1c2c(nn1-c1ccc(F)cc1)CS(=O)(=O)C2,-0.2%,2%,0%
COC(=O)c1ccc(NC(=O)c2ccc[n+]([O-])c2)cc1,0.4%,1%,0%
O=C(NCc1cccnc1)C1CC(c2ccccc2Cl)=NO1 (stereo not given),0.9%,5%,0%
COc1ccc(CCNS(=O)(=O)CC23CCC(CC2=O)C3(C)C)cc1OC (stereo not given),-0.4%,-1%,-3%
Cc1ccc(S(=O)(=O)N2CCN(c3ccccc3)CC2)c(C)c1,-0.7%,-3%,-3%
COc1cc2cc(NC(C)=O)cc(NCc3ccccc3)c2cc1OC,-0.1%,6%,-2%
Cc1ccc(C(=O)N(CC(=O)NC2CCCC2)c2ccccc2Cl)s1,-1.0%,2%,1%
Cc1cc(OCC(=O)N[C@@H](Cc2c[nH]c3ccccc23)C(=O)O)c2c(C)c(C)c(=O)oc2c1,0.5%,-3%,-5%
Cc1cc(F)ccc1NS(=O)(=O)c1cccc2nsnc12,-1.1%,-4%,3%
OC(COc1ccc2cc(Br)ccc2c1)Cn1ccnc1 (stereo not given),-1.2%,-6%,8%
CCOC(=O)c1ccc(NC(=O)CCc2nnc3ccc(N4CCN(C)CC4)nn23)cc1,0.5%,9%,-7%
COc1ccc(C2=NOC(C(=O)NCc3cccnc3)C2)cc1OC (stereo not given),0.3%,2%,-6%
COCCCNc1ncnc2c1nc1n2CCCC1,0.4%,5%,13%
CSc1ccc(CNC(=O)C2Cc3cc(S(=O)(=O)N4CCCC4)ccc3N2C(C)=O)cc1 (stereo not given),0.0%,11%,-7%
Cc1cccc(NC(=O)c2cc3c(=O)n4ccccc4nc3s2)c1,-0.7%,21%,5%
CCC(=O)N1CCc2cc(Br)cc(S(=O)(=O)NCc3ccccc3OC)c21,-0.7%,-4%,12%
COC(c1ccc(Cl)cc1)(c1ccc(Cl)cc1)C(Oc1nccc(C)n1)C(=O)O (stereo not given),0.0%,5%,1%
O=C(N/N=C/c1ccccn1)c1ccc(NC(=O)c2ccccc2Cl)cc1,-0.4%,11%,7%
COC(=O)c1ccc(NC(=O)C[n+]2ccccc2C)cc1,-0.2%,11%,-2%
Cc1cc(=O)n(C)c2ccc(S(=O)(=O)N3CCOCC3)cc12,0.0%,2%,-5%
O=C1NC2(CCCCCC2)C(=O)N1Cc1ccccc1Cl,-1.0%,9%,5%
COc1ccccc1N1CCN(C(=O)c2cc(=O)c3ccc(C)cc3o2)CC1,0.3%,3%,2%
CCc1cc(S(=O)(=O)N2CCN(C(=O)c3ccco3)CC2)ccc1OC,-0.8%,0%,7%
COC(=O)CC(NC(=O)CN1CCN(c2ccc(F)cc2)CC1)c1cccc(F)c1 (stereo not given),-0.9%,-2%,27%
CCOc1ccc2c(c1)c1nc3ccccc3nc1n2C,1.1%,-1%,-23%
